High-throughput results from PubChem BioAssay.
STEP block: inhibitors of human striatal-enriched phosphatase STEP. P54829. recombinant STEP, OMFP fluorogenic substrate, fluorescence. inhibition, % at 20 µM. actives 0.25% (n = 360,000);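 active means inhibition at 20 µM, scaled per plate between control wells, above about 37%, limit read from the data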;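 further: 0% = DMSO with enzyme and substrate and 100% = substrate only without enzyme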
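material = STEP tyrosine phosphatase | reagent = fluorogenic phosphatase substrate OMFP at 25 µM final | doses = single compound dose of 20 µM, 1% DMSO final | schedule = 20 min reaction, room temperature, in the dark | measured by = fluorescence, 480/540 nm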
LMPTP block: LMPTP (human) inhibition | P24666 | recombinant LMPTP-A, OMFP fluorogenic substrate, fluorescence intensity | inhibition, % at 20 µM | actives 0.22% (n = 360,000) | AID 651560;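 active means compounds that cut the enzyme signal by at least half of the control window in the single-dose screen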;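 further: plate controls were DMSO wells with enzyme plus substrate for no effect and substrate without enzyme for full effect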
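Material: LMPTP-A; amount: 0.625 nM enzyme; doses: single 20 µM dose; times: reaction 50 min, room temperature, dark; technique: fluorescence intensity of OMFP turnover product; benchmarks: no-enzyme and uninhibited controls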
NadD inh: inhibitors of Staphylococcus aureus NadD | inhibition, % at 20 µM | actives 0.78% (n = 360,000) | purified NadD enzyme, colorimetric absorbance read-out; in the data active means inhibition above about 26%; further: some compounds past the cut are filed as inactive
Rpn11 inh: blocks the human proteasome subunit Rpn11. AID 588493. O00487. actives 0.59% (n = 360,000). human 26S proteasome, Ub4-pepOG fluorescence polarization; 20S core pre-blocked with epoxomicin. calls only at 20 µM;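 active means inhibition at 20 µM, scaled to each plate's controls, above about 33%, limit read from the data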
Scp1 inh: blocks human Scp-1 phosphatase activity. actives 0.88% (n = 340,000). inhibition, % at 20 µM. Recombinant Scp1, phosphopeptide, malachite green phosphate absorbance. Q9GZU7. AID 493091;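 active means inhibition above about 50% at 20 µM, limit read from the data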;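 further: plate controls were DMSO wells with enzyme for no effect and wells lacking enzyme for full effect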
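Times: enzyme reaction 45 min at room temperature, colour 5 min, stabilisation 30 min. Material: SCP-1 catalytic fragment, aa 76-261. Medium: Acidic Tris acetate buffer with magnesium and detergent. Signal: colorimetric free-phosphate detection, absorbance 630 nm. Read-out basis: % inhibition of SCP-1 phosphate liberation. Reagent: Phosphorylated 17-residue peptide substrate.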
SUMO1 PPI mod: SUMO1-SIM interaction modulation | AID 602429 | SUMO1 binding to a labelled peptide, TR-FRET, 1 h | actives 0.33% (n = 360,000) | P63165 | inhibition, % at 20 µM; in the data active means inhibition above about 37%
CSN inh: inhibitors of human CSN-mediated cullin deneddylation. Purified CSN, SCF-Nedd8-OG deneddylation, fluorescence polarization. inhibition, % at 12.5 µM. actives 0.38% (n = 360,000). AID 651999;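 active means pattern-corrected inhibition above about 35%, with an unprinted fluorescence ratio check between 0.5 and 1.5, limit read from the data, passing the limit was not always enough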;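 further: 0% = enzyme with substrate and 100% = substrate without enzyme; some results filed as inactive read as strong as hits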
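Test system: purified human Csn5 enzyme expressed in HEK293T cells. Amount: 0.24 nM enzyme. Reagent: SCFSkp2-Nedd8OG substrate at 10 nM final. Schedule: 90 min incubation of compound, enzyme and substrate at room temperature. Detection: fluorescence polarization. Read-out: % inhibition of substrate cleavage by Csn5.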
MsrA inh: inhibits bovine methionine sulfoxide reductase A | actives 0.75% (n = 360,000) | purified bovine MsrA, absorbance read-out | inhibition, % at 15.5 µM; in the data active means inhibition above about 4.5%;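 further: 0% = vehicle wells with enzyme and 100% = reference inhibitor wells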
DNMT1 inh: DNMT1 (human) enzyme inhibition; DNMT1 molecular beacon, Hinp1I cleavage, fluorescence; inhibition (reported as % activation of signal), % at 10 µM; actives 0.83% (n = 360,000); AID 588458; in the data active means inhibition above about 50%
Target sequence (P26358 504-1616 limits assumed): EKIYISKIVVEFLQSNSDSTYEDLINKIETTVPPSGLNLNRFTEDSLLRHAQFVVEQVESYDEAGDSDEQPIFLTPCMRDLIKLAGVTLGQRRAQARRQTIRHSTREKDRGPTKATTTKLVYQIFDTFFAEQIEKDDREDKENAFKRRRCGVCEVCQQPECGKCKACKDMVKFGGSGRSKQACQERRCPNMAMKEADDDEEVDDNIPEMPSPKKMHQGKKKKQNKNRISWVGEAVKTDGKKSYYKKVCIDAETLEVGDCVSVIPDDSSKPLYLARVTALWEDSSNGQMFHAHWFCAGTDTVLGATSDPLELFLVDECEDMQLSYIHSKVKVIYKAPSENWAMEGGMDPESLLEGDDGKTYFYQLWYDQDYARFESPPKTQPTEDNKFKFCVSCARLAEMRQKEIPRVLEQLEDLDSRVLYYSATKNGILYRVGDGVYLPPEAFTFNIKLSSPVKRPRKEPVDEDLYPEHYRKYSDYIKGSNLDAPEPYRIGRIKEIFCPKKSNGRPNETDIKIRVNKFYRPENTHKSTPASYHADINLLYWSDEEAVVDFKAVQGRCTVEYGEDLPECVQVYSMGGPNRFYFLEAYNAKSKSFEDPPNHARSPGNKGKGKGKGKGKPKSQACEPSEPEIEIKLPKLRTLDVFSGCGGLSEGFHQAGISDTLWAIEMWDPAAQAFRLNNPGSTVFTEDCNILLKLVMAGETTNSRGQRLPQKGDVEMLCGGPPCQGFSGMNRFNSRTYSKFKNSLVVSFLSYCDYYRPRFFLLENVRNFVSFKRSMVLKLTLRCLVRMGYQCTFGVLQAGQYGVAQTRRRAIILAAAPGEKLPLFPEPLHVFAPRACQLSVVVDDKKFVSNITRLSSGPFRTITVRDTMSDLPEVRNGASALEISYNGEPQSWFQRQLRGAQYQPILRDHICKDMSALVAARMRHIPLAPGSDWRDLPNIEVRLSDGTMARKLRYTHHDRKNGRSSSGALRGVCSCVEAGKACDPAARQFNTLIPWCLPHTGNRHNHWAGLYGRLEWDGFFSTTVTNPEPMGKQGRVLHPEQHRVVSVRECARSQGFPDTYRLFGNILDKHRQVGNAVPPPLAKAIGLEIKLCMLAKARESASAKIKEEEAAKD
TbMetRS inhib: blocks T. brucei methionyl-tRNA synthetase activity | actives 0.4% (n = 360,000) | purified T. brucei MetRS, ATP depletion, Kinase-Glo luminescence | inhibition, % at 11.9 µM;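 active means inhibition above a per-plate cutoff of the control wells' mean inhibition plus 3 SD, cut at about 5.5% in these data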;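 further: 0% = DMSO wells median and 100% = median of wells with control inhibitor compound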
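Material – parasite MetRS enzyme · Medium – HEPES-MgCl2-KCl buffer plus DTT, spermine, BSA, pyrophosphatase · Reagent – ATP, methionine and E. coli bulk tRNA substrates · Times – 15 min enzyme-compound preincubation, 2 h reaction, 10 min detection, 25 °C · Measured by – luminescence of leftover ATP · Evaluation – percent inhibition relative to median high and low control wells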
Starred values were filed as active, the others as inactive; i = inactive; · = no result given. Hits appear at their usual frequency. Share with any hit: about 3.9%.

SMILES	STEP block	LMPTP block	NadD inh	Rpn11 inh	Scp1 inh	SUMO1 PPI mod	CSN inh	MsrA inh	DNMT1 inh	TbMetRS inhib
CC(/C=N/n1c(COc2ccccc2)n[nH]c1=S)=C\c1ccco1	1	2.6	6	i	-7	-6	1	1.6	1	-0.7
O=C(Cc1ncc(C(F)(F)F)cc1Cl)NC1CC1	0	-1.1	-1	i	-3	-5	-1	-0.3	0	-0.6
Cc1ccccc1COC(=O)CCC1=NS(=O)(=O)c2ccccc2N1	-2	-1.2	-6	i	-4	-4	2	-0.3	1	0.0
COCc1ccc(C(=O)NC2CCCc3c2cnn3-c2cc(C)cc(C)c2)s1 (configuration not stated)	-2	-0.1	3	i	3	1	-4	0.4	-2	0.3
CCOC(=O)C1CCN(C(=O)Cn2cc(C(=O)OC)c3ccccc32)CC1	-1	-1.3	-7	i	-2	5	-2	1.7	1	-0.6
FC(F)(F)c1cnc(-c2cnc(-c3cccnc3)nc2)c(Cl)c1	5	0.5	2	i	1	-1	-6	1.6	8	0.6
O=[N+]([O-])c1ccc(C(=S)N2CCN(Cc3ccccc3)CC2)cc1	4	2.1	-2	i	-10	-18	-4	-0.1	-2	-0.2
Cc1oc2c(cc(NS(=O)(=O)c3ccc4c5c(cccc35)C(=O)N4)c3ccccc32)c1C(=O)OC(C)C	1	2.5	30*	i	-25	8	-4	1.5	-30	0.1
Cc1cc(C)c(S(=O)(=O)n2ccc3ccccc32)c(C)c1	-3	1.5	-3	i	-13	-2	-6	-0.2	5	-0.6
O=C(COC(=O)c1ccc(Cl)nc1)Nc1ccc2c(c1)OCO2	-1	0.0	-6	i	-7	6	1	-0.3	-6	-0.1
O=C(COC(=O)/C=C/c1ccc(Cl)cc1)NC1CCCCCC1	3	-1.3	2	i	-5	2	0	-0.5	13	-0.3
COC(=O)CSc1nnc(CSc2nc(C)cc(C)n2)o1	-2	0.4	1	i	-3	1	-1	0.2	0	0.1
CC(NS(=O)(=O)c1ccc(OCC(=O)Nc2cccc([N+](=O)[O-])c2)cc1)c1ccccc1 (configuration not stated)	-4	0.1	-4	i	-3	-2	-12	-0.4	-8	0.8
Cc1ccc2[nH]c3c(c2c1)CCCC3NCCO (configuration not stated)	0	-1.9	-1	i	-16	-3	-2	0.2	-9	0.9
Cc1noc(C)c1N=Nc1ccc(Br)cc1C(=O)O	0	-2.3	-2	i	18	-3	-7	0.4	2	-0.7
O=C(CN1C(=O)NC2(CCCCC2)C1=O)NCCc1c[nH]c2ccccc12	-2	-0.1	2	i	-7	0	0	-0.1	-7	-0.1
CN1C(=O)Cc2cc(S(=O)(=O)NCc3cccs3)ccc21	1	-0.2	-4	i	-7	-1	116	0.3	3	0.0
O=C(Nc1nonc1-c1ccc(Cl)cc1)c1ccco1	-2	-0.1	1	i	-2	3	-1	1.2	9	0.4
Cc1occc1C(=O)NCCc1ccc(Cl)cc1	0	-1.6	-4	i	3	1	3	-0.8	-6	-0.1
Nc1ccn(CCCN2CCN(Cc3cccc4ccccc34)CC2)c(=O)n1	0	-0.1	9	i	·	-4	0	0.7	0	-0.5
COc1ccc2sc(-c3ccc(N(C)C)cc3)c(-c3cnc(OC)nc3)c2c1	2	3.3	6	i	-8	0	2	1.5	-11	0.1
CC(C)C[C@@H](C(=O)NC1CC1)N1C(=O)N2CCc3c([nH]c4ccccc34)[C@@]2(C)C1=O	-1	0.2	-1	i	-4	2	-1	1.7	2	-2.2
O=C(N/N=C/c1ccc2c(c1)OCO2)c1ccc2c(c1)OCO2	0	1.0	-1	i	14	13	-1	4.7*	2	-0.3
NS(=O)(=O)c1ccc(CCNC2CC(=O)N(Cc3ccccc3)C2=O)cc1 (configuration not stated)	-3	-1.0	-1	i	-6	-2	-1	-0.8	3	0.1
COc1ccccc1C(=O)Nc1ccc(OCC(=O)N2CCCCC2C)cc1 (configuration not stated)	-4	-1.0	7	i	-3	4	0	-0.7	0	0.1
O=C(NCC1CCCO1)C1CC(c2ccccc2Cl)=NO1 (configuration not stated)	-1	-1.4	-1	i	5	5	-2	1.5	1	-0.1
COc1ccc(NC(=O)c2ccc(S(=O)(=O)N(C)C)cc2)cc1	-3	0.1	-5	i	-5	-2	-16	0.0	-3	-0.5
C=CCC12C=C(OC)C(=O)OC(OC)(C1O)[C@H](c1ccc3c(c1)OCO3)[C@H]2C (some centres not stated)	-3	0.9	-6	i	-1	0	0	-0.6	1	-0.4
O=c1[nH]c(C2CCCN(S(=O)(=O)c3ccc(F)cc3)C2)nc2c1nnn2Cc1ccccc1 (configuration not stated)	-3	1.1	9	i	-4	3	-4	2.0	3	0.3
O=C(NCCc1cccs1)C1CC(c2ccc([N+](=O)[O-])cc2)=NO1 (configuration not stated)	1	-0.4	-4	i	2	-40	-3	0.2	1	-0.4
CN(C)S(=O)(=O)c1cccc(NC(=O)Cc2ccc(-c3ccccc3)cc2)c1	-1	1.4	3	i	-5	-5	-2	1.1	-8	-0.2
COc1cc(COc2ccc(-c3nnco3)cc2)ccc1OC(F)F	-1	2.5	-2	i	-2	1	0	-0.5	-1	-0.1
CCOC(=O)C1=C[C@@H](C(C)(C)C)N(S(=O)(=O)c2ccccc2C)[C@H]1c1ccc(Cl)cc1	2	1.8	1	i	·	-1	-2	0.4	4	-0.9
O=C(O)C1=C[C@@H](c2ccccc2)C[C@@H](OCCCCO)O1	-3	0.1	-1	i	-8	-5	-3	0.3	1	-0.5
Cc1ccc(NC(=O)COC(=O)CCC(=O)c2ccc(C(C)(C)C)cc2)c([N+](=O)[O-])c1	3	3.0	2	i	-15	-2	-11	2.7	4	-0.4
CCc1ccc2c(c1)C(c1cccs1)=NNC(c1cccnc1)=N2	0	-1.1	9	i	-9	-4	0	1.1	-8	-0.5
CNc1cncc(-c2ccc(O)cc2)n1	1	-0.7	6	i	·	-13	-8	0.8	4	-0.2
CCCCOc1ccccc1P(=O)(O)CP(=O)(c1ccccc1)c1ccccc1	0	0.2	1	i	-1	0	-1	-0.2	1	-0.7
Cc1nn(C)c(C)c1CN(C)C(=O)c1cnn2c1NC(c1ccccc1)CC2C(F)(F)F (configuration not stated)	-4	-1.4	2	i	-4	-3	8	0.9	0	-0.3
Cc1cccc(C(O)c2ncc(-c3ccc(C(F)(F)F)cc3)[nH]2)c1C (configuration not stated)	0	3.5	10	i	·	-4	-1	-0.5	12	-0.5
COc1cccc(/C=N/NC(=O)c2nnn(-c3nonc3N)c2CN(C)c2ccccc2)c1	1	1.2	5	i	41	-5	7	-0.5	-7	-0.6
CCOc1ccccc1CNC(=O)C1CCCN(c2nn3c(=O)cc(C)nc3s2)C1 (configuration not stated)	-2	-0.5	3	i	-5	5	2	0.6	-4	0.5
CC1(C)Cc2nc(-c3ccccc3)n3cnnc3c2CO1	-6	-1.8	5	i	-2	-8	2	1.3	2	-0.3
CN(C)CC(=O)N1c2ccccc2CCc2ccc(NC(=O)c3ccc(N)cc3)cc21	-4	0.8	-7	i	-1	0	-2	0.1	-4	-1.4
COC(=O)C[C@H]1C[C@@H]2c3cc(NS(=O)(=O)c4cccc(OC)c4)ccc3O[C@@H]2[C@@H](CO)O1	0	-1.8	3	i	·	25	-2	-0.8	0	-1.0
Cc1ccc(S(=O)(=O)N2CCCCC2)cc1NC(=O)COC(=O)c1cccc(O)c1	-3	-0.2	-6	i	·	0	1	-0.9	-3	-0.3
O=C(NC1CCCCC1)c1cc(N2C(=O)CCC2=O)ccc1Cl	1	0.4	-5	i	9	-3	5	0.0	0	-1.0
CC(CC(=O)Nc1ccc2c(c1)OCCO2)c1ccccc1 (configuration not stated)	2	0.6	1	i	-4	0	-3	-0.3	-1	-0.8
O=[N+]([O-])c1ccccc1CNCCCCO	-3	-0.3	-5	i	-6	-10	2	-0.1	3	0.2
O=C(O)c1ccc(CN2C[C@@H](CO)O[C@@H](n3cnc4c(Nc5ccccc5)ncnc43)C2)cc1	8	-1.1	2	i	·	7	-4	0.5	2	0.5
Cc1noc(C)c1S(=O)(=O)N(C)CC(=O)Nc1ccc(F)cc1	-1	-0.9	1	i	-6	-1	1	0.3	0	-0.1
O=c1nc(-c2ccccc2Cl)c2cc(F)ccc2[nH]1	-1	1.8	-6	i	-1	-17	-6	2.1	0	-0.3
COC(=O)Nc1ccc(NC(C)=O)cc1	0	-0.9	-3	i	-18	3	-2	0.5	2	-1.1
O=C(c1ccco1)N1CCN(C(=O)c2ccc(CS(=O)c3ccc(Br)cc3)o2)CC1 (configuration not stated)	-1	-1.1	-3	i	·	-3	-3	1.8	-1	-0.1
Cc1cc(C)nc(NNS(=O)(=O)c2c(F)cc(F)cc2Br)n1	-2	0.4	5	i	3	5	0	0.1	-1	-0.4
C#CC(CCN1CCCCC1)(OC)c1ccccc1 (configuration not stated)	-5	-0.3	-2	i	2	1	0	-1.2	2	-1.1
CCOC(=O)N1CCN(C(=O)C2CCN(S(=O)(=O)c3cc(Cl)ccc3Cl)CC2)CC1	3	-1.3	-1	i	3	21	-5	-0.8	-1	-0.7
CCOc1ccc(NC(=O)COC(=O)c2c[nH]c3ccccc23)cc1	1	-1.4	-8	i	·	3	-3	1.1	7	-0.2
COc1ccc(NC(=S)Nc2ncccc2C)c(OC)c1	3	-0.8	-2	i	2	0	1	-0.2	-4	-0.8

4 entries from above, reformatted.
Structure,STEP block,LMPTP block,NadD inh,Rpn11 inh,Scp1 inh,SUMO1 PPI mod,CSN inh,MsrA inh,DNMT1 inh,TbMetRS inhib
CC1(C)Cc2nc(-c3ccccc3)n3cnnc3c2CO1,-6,-1.8,5,i,-2,-8,2,1.3,2,-0.3
COc1ccc(NC(=S)Nc2ncccc2C)c(OC)c1,3,-0.8,-2,i,2,0,1,-0.2,-4,-0.8
C#CC(CCN1CCCCC1)(OC)c1ccccc1 (configuration not stated),-5,-0.3,-2,i,2,1,0,-1.2,2,-1.1
O=C(O)c1ccc(CN2C[C@@H](CO)O[C@@H](n3cnc4c(Nc5ccccc5)ncnc43)C2)cc1,8,-1.1,2,i,·,7,-4,0.5,2,0.5
